# Source: PubChem (National Center for Advancing Translational Sciences (NCATS))
# Tb PGK inh – qHTS Assay to Find Inhibitors of Phosphoglycerate Kinase. Phosphoglycerate kinase, glycosomal (Trypanosoma brucei brucei), P07378. PGK/GAPDH coupled, Kinase-Glo luminescence, 60 min. Potency, µM (series often up to 57.5 µM), inactives show at the highest dose activity change, negative = inhibition, actives largely listed as inhibitors. 380,000 tested, 0.043% active. AID 602233, 2012; also: potency is read from the fitted curve at half-maximal effect; % is scaled to controls: 0 for no effect and ±100 for the full control effect; nearly all actives have a fitted effect of over 60% in size
#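 Recombinant glycosomal PGK reaction used 1,3-bisphosphoglycerate generated in-well by GAPDH (100nM final) in 100mM TEA pH 7.6, 5mM MgCl2, 0.01% Tween-20. After 60 minutes at room temperature, ATP was read by Kinase-Glo Plus luminescence end-point.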
# JMJD2A Tudor inh – qHTS Assay for Inhibitors of JMJD2A-Tudor Domain; AlphaScreen JMJD2A-Tudor / H3K4me3 peptide binding; Potency, µM (highest dose often 114 µM), for the others: at the highest dose activity change, negative = inhibition, actives largely listed as inhibitors; 390,000 tested, 4.4% active; also: potency is read from the fitted curve at half-maximal effect; % is scaled to controls: 0 for no effect and ±100 for the full control effect; nearly all actives have a fitted effect of over 50% in size
# Target sequence (O75164 whole entry, looked up, the tested form may be a part): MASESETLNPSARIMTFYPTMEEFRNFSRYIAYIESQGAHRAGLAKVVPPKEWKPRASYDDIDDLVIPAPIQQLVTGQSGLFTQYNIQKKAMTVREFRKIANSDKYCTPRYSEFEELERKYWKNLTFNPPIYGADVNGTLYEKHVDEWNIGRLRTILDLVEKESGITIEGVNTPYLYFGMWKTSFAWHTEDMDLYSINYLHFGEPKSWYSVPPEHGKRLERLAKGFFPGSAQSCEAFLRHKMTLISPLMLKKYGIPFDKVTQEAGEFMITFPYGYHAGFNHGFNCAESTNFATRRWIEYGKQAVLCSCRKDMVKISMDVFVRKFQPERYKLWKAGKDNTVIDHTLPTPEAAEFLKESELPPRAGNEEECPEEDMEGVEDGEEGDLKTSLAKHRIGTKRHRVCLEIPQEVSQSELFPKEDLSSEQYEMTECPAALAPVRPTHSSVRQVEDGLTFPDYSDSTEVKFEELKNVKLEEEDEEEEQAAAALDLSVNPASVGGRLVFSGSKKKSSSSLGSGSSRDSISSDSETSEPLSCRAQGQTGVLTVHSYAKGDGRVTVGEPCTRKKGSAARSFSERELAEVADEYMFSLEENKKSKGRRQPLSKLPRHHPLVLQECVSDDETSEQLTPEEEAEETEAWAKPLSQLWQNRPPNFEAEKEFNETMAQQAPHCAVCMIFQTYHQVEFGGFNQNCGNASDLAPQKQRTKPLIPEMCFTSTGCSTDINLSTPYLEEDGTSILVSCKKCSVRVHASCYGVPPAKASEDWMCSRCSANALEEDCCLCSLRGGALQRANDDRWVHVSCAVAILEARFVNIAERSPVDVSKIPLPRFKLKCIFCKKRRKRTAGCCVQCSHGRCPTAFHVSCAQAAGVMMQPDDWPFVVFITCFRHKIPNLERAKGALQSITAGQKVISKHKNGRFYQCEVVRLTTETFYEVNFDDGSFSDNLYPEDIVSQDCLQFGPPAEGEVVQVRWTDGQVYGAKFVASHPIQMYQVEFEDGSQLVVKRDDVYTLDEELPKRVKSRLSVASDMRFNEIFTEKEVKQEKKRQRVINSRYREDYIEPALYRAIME
# Pin1 inhibitor – qHTS Assay to Find Inhibitors of Pin1; Pin1 FP peptide displacement, HiFluor488, 10 min; Potency, µM (top dose mostly 115 µM), for inactives: at the top dose activity, negative = inhibition, hits mostly inhibitors; 390,000 tested, 0.009% active; active = well fitted inhibition curve with a large enough effect in the polarisation, with a control signal flat, not every such curve was filed as active; inconclusive = small, poorly fitted or top-dose-only effect, or effect the other way, or a change in a side signal; inactive = no such curve, though single readings can be large or run the other way; the % refers to the polarisation; also: potency is read from the fitted curve at half-maximal effect; % is scaled to controls: 0 for no effect and ±100 for the full control effect
# PI4K2A inh – qHTS for small molecular inhibitors of PI4K2A; Phosphatidylinositol 4-kinase type 2-alpha (Homo sapiens), Q9BTU6; purified PI4K2A, ADP-Glo luminescence, 1 h; stronger effect = lower value; activity change, negative = inhibition, % at 76.9 µM; 420,000 tested, 0.13% active; AID 1346378, 2018; in the data active = activity change below about -50%; inconclusive = mostly about -30% to -49%;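 also: -100% = wells without enzyme as full effect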
#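 PI4K2A activity was measured by ADP-Glo luminescence: enzyme (4 ug/mL stock) and phosphatidylinositol (1.2 mM stock) in Tris pH 7.5/MgCl2/EGTA/Triton X-100 buffer were reacted with ATP (300 microM stock) for one hour at ambient temperature.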
# BAZ2B inh – qHTS Assay for Inhibitors of BAZ2B | AlphaScreen BAZ2B-H3K14Ac peptide displacement | Potency, µM (highest dose often 114 µM), for inactives: at the top dose activity change, negative = inhibition, hits mostly inhibitors | 360,000 tested, 4.4% active | AID 504333, 2011; also: potency is read from the fitted curve at half-maximal effect; % is scaled to controls: 0 for no effect and ±100 for the full control effect; nearly all actives have a fitted effect of over 60% in size
#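 AlphaScreen displacement: compounds (up to 110uM) incubated 30 min at room temperature with a preformed 50 nM BAZ2B/50 nM biotinylated H3K14Ac peptide complex in PBS pH 7.4 with Tween-20. Donor and acceptor beads at 10 ug/mL final added, 20 min light-protected before reading.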
# HP1b chromo inh – HTS for Inhibitors of HP1-beta Chromodomain Interactions with Methylated Histone Tails; Chromobox protein homolog 1 (Homo sapiens), P83916; AlphaScreen HP1-beta / biotin-H3K9me3 peptide binding; Potency, µM (highest dose often 114 µM), for inactives: at the highest dose activity change, negative = inhibition, actives largely listed as inhibitors; 390,000 tested, 0.56% active; also: potency is read from the fitted curve at half-maximal effect; nearly all actives have a fitted effect of over 70% in size; inactives centre near 23
#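 Compound inhibition of the preformed complex between 50 nM HP1-beta and 50 nM biotinylated H3K9me3 peptide was read by AlphaScreen. Buffer was PBS pH 7.4 with 0.01% Tween-20. Incubations ran 30 min at room temperature, with 10 ug/mL donor/acceptor beads.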
# ERG Ets-DNA blk – qHTS for Small Molecule Inhibitors of the ERG Ets/DNA interaction. Transcriptional regulator ERG (Homo sapiens), P11308. fluorescence polarization, His-ERG Ets domain / labelled DNA. Potency, µM (doses to about 76.9 µM), without a hit: at the top dose FP activity, negative = inhibition, actives largely listed as inhibitors. 370,000 tested, 0.028% active; active = well fitted inhibition curve with a large enough effect in the polarisation, with a control signal flat; inconclusive = small, poorly fitted or top-dose-only effect, or effect the other way, or a change in a side signal; inactive = no such curve, though single readings can be large or run the other way; the % refers to the polarisation;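 also: polarization taken with two DNA probes labelled with fluorescein and Texas red; potency is read from the fitted curve at half-maximal effect; % of control where 0% means no effect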
#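 His-tagged ERG Ets domain (1 uM in the protein solution; 300mM KCl, 50mM Tris-HCl, 1mM EDTA, 1mM DTT, pH 7.5) received compound, then a probe mix of 5 nM fluorescein-DNA and 100nM Texas-615-DNA. Fluorescence polarization was read for both dyes.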
# GLS inhibitor – qHTS for Inhibitors of Glutaminase (GLS) | Glutaminase kidney isoform, mitochondrial (Homo sapiens), O94925 | GLS enzymatic activity, qHTS titration | Potency, µM (titrated, usually from 45.5 µM), inactives show at the top dose activity change, negative = inhibition, hits mostly inhibitors | 410,000 tested, 0.21% active | AID 624170, 2012; also: potency is read from the fitted curve at half-maximal effect; % is scaled to controls: 0 for no effect and ±100 for the full control effect
#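 hKGA in 45 mM KH2PO4 pH 8.2, 0.02% Tween-20 with pin-transferred compounds; 1 mM L-glutamine (stock) plus glutamate oxidase/HRP/Amplex Red coupling added. Fluorescence read initially and after 30 min at RT.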
# G9a inh – qHTS Assay for Inhibitors of Histone Lysine Methyltransferase G9a; Histone-lysine N-methyltransferase EHMT2 (Homo sapiens), Q96KQ7; G9a H3K9 monomethylation, AlphaScreen, 2 h; Potency, µM (titrated, usually from 102 µM), for inactives: top-dose activity, negative = inhibition, most hits filed as inhibitors; 350,000 tested, 8.8% active; AID 504332, 2011; also: potency is read from the fitted curve at half-maximal effect; % is scaled to controls: 0 for no effect and ±100 for the full control effect; nearly all actives have a fitted effect of over 75% in size
#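 G9a (20 nM) preincubated 15 min RT with compounds, then 500 nM biotinylated H3K9 peptide and 20 uM SAM added; 2 h RT reaction. Monomethyl-H3K9 product detected by AlphaScreen with anti-H3K9me1 antibody, streptavidin donor and anti-rabbit IgG acceptor beads.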
# The depositor's hits bear a star; i = inactive; ? = inconclusive; · = not tested or not shown; [ ] = dose if it differs, or a comment. Unless noted, calls follow the shape of the dose curve; as a rule, active = well fitted curve in the direction sought with a large enough effect; inconclusive = small, poorly fitted or top-dose-only effect, or another doubt; inactive = no such curve, though single readings can be large; an effect the other way counts as inactive or inconclusive.
item | mol | Tb PGK inh | JMJD2A Tudor inh | Pin1 inhibitor | PI4K2A inh | BAZ2B inh | HP1b chromo inh | ERG Ets-DNA blk | GLS inhibitor | G9a inh
1 | COc1ccccc1OCC(=O)Nc1ccccn1 | -28% | -7% | 7% | -26 | 4% | 31% | 6% | 1% | 20µM*
2 | Cc1c(C#N)c(N)nc2c3c(sc12)NC(=O)CC3c1ccc(Cl)cc1 (stereo unspecified) | -3% | -26% | -4% | -1 | 2% | 22% | 14% | 0% | -20%
3 | Cc1cc2cc(OCC(=O)O)ccc2n1C | 5% | -16% | -1% | -8 | -26% | 21% | -5% | 1% | 10%[59 µM]
4 | O=C(Cn1ccc(C(F)(F)F)n1)NNC(=O)c1ccco1 | -1% | -16% | -7% | 4 | 12% | 30% | 9% | 6% | 19%[12.7 µM]
5 | FC(F)(F)c1ccc(CN2C[C@@H]3C(c4ccc(Cl)nc4)C4(c5ccccc5)CC3(C4)[C@H]2c2ccccc2)cc1 (stereo partly specified) | -1% | -10% | 50%[activator] | 1 | -3% | 36% | 1% | -7% | -1%[12.7 µM]
6 | CCOC(=O)c1ccc(NC(=S)Nc2cccc(C)n2)cc1 | -4% | 3% | 5% | -5 | -3% | 48%[activator] | 22% | 14% | -8%[59 µM]
7 | NC(=O)c1ccc(NC(=O)CCCN2C(=O)c3ccccc3C2=O)cc1 | -9% | -2% | -6% | -3 | -4% | 33% | 4% | -9% | -1%[59 µM]
8 | COc1cc(C2/C(=C(/O)c3ccc(F)cc3)C(=O)C(=O)N2CCCC(=O)O)ccc1O (stereo unspecified) | 0% | ? | -7% | 2 | 56µM* | 0% | -2% | -26% | ·
9 | Cc1cc(C)c(C)c(S(=O)(=O)Nc2cccc(-n3cnnn3)c2)c1C | -5% | -4% | -1% | 1 | -14% | 41%[activator] | 1% | 1% | 36%
10 | C=C(C)COc1ccc(-c2ncncc2Oc2ccc(OC)cc2)c(O)c1 | -2% | -10% | 7% | 1 | -19% | 56%[activator] | 4% | 6% | ?
11 | Cc1ccc(OCCNC(=O)CNC(=O)c2ccc(C)c(C)c2)cc1 | 2% | -7% | 7% | 2 | 5% | 13% | -4% | 2% | 25%[2.33 µM]
12 | Cc1ccc(NC(=O)c2sc3nc(-c4cccs4)ccc3c2N)cc1F | 12% | 4% | ? | 3 | 5% | 36% | 11% | 3% | ?
13 | CC(=O)C(CC(=O)N1CCCC1)C(=O)Nc1ccc(Cl)cc1 (stereo unspecified) | i | -10% | -1% | -3 | · | 48%[activator] | 15% | 9% | ·
14 | COC(=O)c1cc(=O)n(Cc2ccc3c(c2)OCO3)c(=Nc2ccccc2)s1 | -3% | ? | -2% | -1 | ? | -17% | -1% | 5% | ?
15 | CCOC(=O)c1c(C)[nH]c2c1cc(O)c1ccccc12 | 3% | ? | -2% | -4 | ? | 6% | · | 22% | ?
16 | COc1cccc(-n2c(SCC(N)=O)nnc2-c2ccncc2)c1 | · | 4% | 4% | -2 | -4% | 24% | · | -15% | -27%[59 µM]
17 | COCCCn1c(-c2ccccc2Cl)n[nH]c1=S | 4% | 7.9µM* | 5% | 0 | -1% | 22% | 2% | 16% | 2.2µM*
18 | N/C(=N\OC(=O)c1cc(-c2ccccc2)nc2ccccc12)c1ccccn1 | -6% | -18% | 1% | 6 | 9% | 15% | 4% | 0% | ·
19 | Cc1cc(-c2nnc(CCC(=O)NCc3cccc(C(F)(F)F)c3)o2)no1 | -2% | -5% | -5% | 5 | -5% | 35% | -14% | -2% | 3%[0.0925 µM]
20 | COc1ccc(CC(=O)N/N=C(\C)c2cccs2)cc1OC | i | -17% | -28% | -1 | -11% | 4% | 8% | 4% | ·
21 | Cn1cnc2ccc([N+](=O)[O-])cc2c1=O | -12% | -10% | -4% | -2 | -6% | 19% | -4% | 1% | ·
22 | CC(=O)Oc1ccc(/C=C2/CCc3ccccc3C2=O)cc1 | ? | 2% | 0% | -79* | -13% | 36% | 8% | 15% | 20%
23 | CC(Cn1nnc2ccccc21)C(=O)O (stereo unspecified) | -17% | -23% | -7% | 3 | -34% | 20% | 1% | -4% | ?
24 | CCCn1c(C(C)Nc2nc(-c3cc(Cl)c(N)c(Cl)c3)cs2)nc2cc(Cl)c(N3CCCCC3)cc21 (stereo unspecified) | 1% | ? | 14% | 0 | ? | 8% | -11% | 6% | ?
25 | CC(=O)c1ccc(NC(=O)c2ccc(-n3cnnc3)cc2)cc1 | -7% | -14% | 9% | 2 | -6% | 8%[57 µM] | -18% | -3% | -3%[59 µM]

# Some entries already given, showing only Tb PGK inh and Pin1 inhibitor:
no. | structure | Tb PGK inh | Pin1 inhibitor
20 | COc1ccc(CC(=O)N/N=C(\C)c2cccs2)cc1OC | i | -28%
13 | CC(=O)C(CC(=O)N1CCCC1)C(=O)Nc1ccc(Cl)cc1 (stereo unspecified) | i | -1%
18 | N/C(=N\OC(=O)c1cc(-c2ccccc2)nc2ccccc12)c1ccccn1 | -6% | 1%

# The list continues.
item | mol | Tb PGK inh | JMJD2A Tudor inh | Pin1 inhibitor | PI4K2A inh | BAZ2B inh | HP1b chromo inh | ERG Ets-DNA blk | GLS inhibitor | G9a inh
26 | COc1ccccc1N(CC(O)COc1c(C)cc(C)cc1C)S(=O)(=O)c1ccccc1 (stereo unspecified) | -1% | -10% | ? | -2 | -7% | -3% | 10% | -2% | -12%[59 µM]
27 | NC(=O)C1CCN(C(=O)Cc2ccc(-c3ccccc3)cc2)CC1 | -2% | -13% | 8% | -2 | -4% | -1% | -9% | 1% | 13%
28 | CC1(C)Cc2c(ccc3ccccc23)-c2nnc(-c3cccnc3)n21 | -5%[11.5 µM] | -17% | -3% | -2 | -1% | ? | · | 5% | -8%[59 µM]
29 | Cc1[nH]nc(-c2ccc(O)cc2O)c1Oc1ccccc1 | -2% | ? | 5% | -1 | ? | 7% | · | -10% | 31%[59 µM]
30 | CCc1ccc(S(=O)(=O)c2cn(CC)c3cc(N4CCOCC4)c(F)cc3c2=O)cc1 | -1% | -1% | 0% | 0 | 3% | 37% | 2% | 0% | -2%[59 µM]
31 | CCCSCCCNC(=O)Cn1cc2c(n1)CCC(C)C2 (stereo unspecified) | 4% | -5% | -3% | 2 | 5% | 43%[activator] | -23% | -6% | -6%[59 µM]
32 | Cc1ccc(-n2c(=O)c3c4c(sc3n(Cc3ccccc3C)c2=O)CCC4)cc1C | -1% | -14% | -1% | 0 | -2% | 17% | 12% | 1% | 8%[59 µM]
33 | COc1ccc(C2CC(=O)c3cnc(NC(=O)c4ccco4)nc3C2)cc1 (stereo unspecified) | 2% | -25% | -15% | 2 | -28% | 16% | 0% | 1% | 21%
34 | COC(=O)c1ccc(C(C(=O)NC2CCCCC2)N(C(=O)Cc2cccs2)C2CC2)cc1 (stereo unspecified) | -3% | 2% | 1% | -1 | 1% | 19% | -4% | · | 32%[0.501 µM]
35 | CC1=NCCN1S(=O)(=O)c1cc([N+](=O)[O-])ccc1Cl | -9% | -1% | -9% | 5 | -14% | -16% | 4% | -2% | 45µM*
36 | O=C(COC(=O)C1CC(=O)N(c2ccccc2)C1)c1ccccc1 (stereo unspecified) | -11% | -11% | 4% | 0 | -4% | 55%[activator] | -10% | 5% | -12%[59 µM]
37 | CC(C)(C)C(=O)Nc1ncccc1C(O)c1cccc(C(F)(F)F)c1 (stereo unspecified) | 0% | -19% | -7% | 1 | ? | 27% | 9% | -1% | 4%
38 | CCOc1ccc(C(=O)c2cn(Cc3ccccc3OC)c3ccc(F)cc3c2=O)cc1 | -8% | -10% | -4% | 0 | -20% | 22% | -1% | 5% | -24%[59 µM]
39 | COCCN1CCN(C(=O)c2cc(COc3cncc(Cl)c3)on2)CC1 | -1% | -11% | -5% | -5 | -11% | 33% | 9% | 6% | 10%
40 | CC1CCN(S(=O)(=O)c2ccc3c(c2)oc(=O)n3C)CC1 | -1% | -14% | 16% | 6 | 4% | 0% | 2% | -1% | 55%[activator]
41 | O=C(NNc1c(F)c(F)cc(F)c1F)C1CCN(S(=O)(=O)c2ccccc2F)CC1 | -2% | -15% | 1% | 5 | · | 25% | -7% | 4% | ·
42 | CCN(CC)c1ccc(NC(=O)COC(=O)/C=C/c2nc3ccccc3s2)cc1 | -1% | ? | 7% | -6 | -26% | -6% | -6% | 9% | 6.3µM*
43 | C/C(CC(=O)Nc1ccc(OCc2ccccc2)cc1)=N\NC(=O)C(=O)Nc1ccc(C)c(Cl)c1 | i | -12%[11.4 µM] | 1% | 3 | -3% | 33% | 1% | -7% | 13%[59 µM]
44 | Cc1nc(C(Cl)(Cl)Cl)nc2[nH]ccc(=O)c12 | -11% | 11µM* | 0% | 3 | -30% | -10% | 12% | ? | -8%
